CR mimetic SO = reduction of superoxide in aged yeast, primary screen, HTS. S. cerevisiae aged cells, superoxide DHE fluorescence; hits give low values. superoxide response (% of plate mean), % at 10 µM. 330,000 tested, 0.18% active;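 active = superoxide response under a set limit, about three screen SD below normal, cut at about 65% in these data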;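 also: yeast aged for seven days with compound at 30 °C before DHE staining; 100% = average MFI of all compound-treated wells on the plate with controls excluded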
Efflux pump inh = inhibitors of Candida efflux pumps in yeast, primary screen, S. cerevisiae, Nile Red, multiplex | 330,000 tested, 0.44% active | inhibition, % at 10 µM | S. cerevisiae Candida pump triplex | AID 485275, 2010;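 active = plate passing quality check with inhibition over a set limit, or well fluorescence over plate mean plus 4 SD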;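 also: Nile Red retained in pooled yeast measured as flow cytometry median fluorescence; 0% = buffer negative control and 100% = Enniatin B positive control; higher means more Nile Red kept so more efflux inhibition; some compounds called inactive have numbers as strong as hits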
RPL19A TOR yeast = RPL19A-GFP expression modulators in yeast, primary screen, cell-based, S. cerevisiae, multiplex flow cytometry, MLPCN; S. cerevisiae RPL19A-GFP strain, 3 h; hits give low values; percent response vs DMSO, % at 10 µM; 330,000 tested, 0.3% active;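 active = percent response vs DMSO below 50%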;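 also: median channel GFP fluorescence of the barcoded RPL19A-GFP strain; ratio of sample median GFP to plate DMSO average so 100% = DMSO; lower means less RPL19A-GFP as with rapamycin TOR inhibition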
CIT2-GFP yeast = modulators of CIT2-GFP expression in yeast, primary screen, S. cerevisiae, GFP fusion, multiplex flow cytometry, MLPCN library; S. cerevisiae CIT2-GFP strain, 3 h; 100 means same as DMSO wells; GFP response vs DMSO, % at 10 µM; 320,000 tested, 0.065% active;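 active = GFP response relative to DMSO above a set limit, near the screen mean plus 3 SD, cut at about 150% in these data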;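 also: ratio of well median GFP fluorescence to mean of DMSO wells on the plate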
LAP4 TOR yeast = modulators of LAP4-GFP expression in yeast, primary screen, S. cerevisiae, multiplex flow cytometry, MLPCN library; 3 h; median GFP as percent of DMSO wells; GFP response vs DMSO, % at 10 µM; 320,000 tested, 0.34% active;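 active = GFP response vs DMSO above a set limit, about the screen mean plus 3 SD, cut at about 150% in these data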
AGP1-GFP MLPCN = modulators of AGP1-GFP expression in yeast TOR pathway, primary screen, cell-based, multiplex flow cytometry, S. cerevisiae, MLPCN library; 3 h; GFP as percent of DMSO wells; GFP response vs DMSO, % at 10 µM; 320,000 tested, 0.02% active; AID 2066, 2009;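 active = GFP response relative to DMSO above a set limit, near screen average plus 3 SD, cut at about 150% in these data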;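 also: median GFP channel fluorescence of the gated AGP1 strain per well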
MEP2-GFP yeast = modulators of MEP2-GFP levels in yeast, primary screen, S. cerevisiae, multiplex flow cytometry, MLPCN library | S. cerevisiae MEP2-GFP strain, 3 h; 100% = DMSO control level | GFP response vs DMSO, % at 10 µM | 330,000 tested, 0.51% active | AID 2016, 2009;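 active = GFP response versus DMSO above a set limit, roughly screen mean plus 3 SD, cut at about 180% in these data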;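 also: median GFP fluorescence of the barcode-gated MEP2-GFP cells per well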
AHR act = AHR activators, primary screen, cell-based, luminescence, luciferase reporter, human; activation, % at 5 µM; 320,000 tested, 2.5% active; AHR-responsive luciferase reporter cells; Aryl hydrocarbon receptor (Homo sapiens), P35869; AID 2796, 2010; in the data active = activation above about 47%;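 also: 0% = vehicle wells and 100% = reference agonist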
Target sequence (P35869 whole entry, looked up): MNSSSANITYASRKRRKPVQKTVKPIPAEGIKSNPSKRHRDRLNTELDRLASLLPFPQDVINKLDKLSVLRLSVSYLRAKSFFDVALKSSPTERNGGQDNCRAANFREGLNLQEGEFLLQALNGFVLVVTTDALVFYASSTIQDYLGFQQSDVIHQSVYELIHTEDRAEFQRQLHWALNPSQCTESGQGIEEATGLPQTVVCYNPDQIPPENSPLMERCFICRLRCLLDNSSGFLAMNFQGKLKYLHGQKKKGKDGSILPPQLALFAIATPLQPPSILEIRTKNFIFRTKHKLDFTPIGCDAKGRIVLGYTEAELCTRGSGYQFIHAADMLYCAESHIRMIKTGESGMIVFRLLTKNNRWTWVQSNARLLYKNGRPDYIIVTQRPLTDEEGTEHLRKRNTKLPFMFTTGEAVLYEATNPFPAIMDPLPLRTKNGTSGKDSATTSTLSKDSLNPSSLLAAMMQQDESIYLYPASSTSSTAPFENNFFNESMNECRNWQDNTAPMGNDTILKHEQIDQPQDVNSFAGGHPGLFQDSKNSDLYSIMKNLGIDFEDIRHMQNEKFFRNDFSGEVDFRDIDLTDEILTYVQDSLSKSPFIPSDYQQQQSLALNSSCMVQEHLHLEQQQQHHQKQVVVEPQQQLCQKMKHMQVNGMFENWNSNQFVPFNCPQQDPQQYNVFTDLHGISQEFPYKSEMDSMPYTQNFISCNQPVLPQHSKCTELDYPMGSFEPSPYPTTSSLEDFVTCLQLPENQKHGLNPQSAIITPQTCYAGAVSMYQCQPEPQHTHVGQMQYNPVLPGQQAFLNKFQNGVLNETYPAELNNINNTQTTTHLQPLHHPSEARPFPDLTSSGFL
The depositor's hits bear a star; · = not tested or not shown. The order is random; about 3.9% have a hit in one of these screens.

SMILES	CR mimetic SO	Efflux pump inh	RPL19A TOR yeast	CIT2-GFP yeast	LAP4 TOR yeast	AGP1-GFP MLPCN	MEP2-GFP yeast	AHR act
Cc1ccc(S(=O)(=O)N2CCCCC2)cc1NS(=O)(=O)c1cccc(C(=O)O)c1	96	3.7	96	93	84	90	97	-1
Cc1c(C=O)c2ccccn2c1C(=O)c1ccncc1	111	-0.1	101	101	111	·	108	0
COc1ccc2c(=O)c3c(=O)n(-c4ccccc4)c(-c4ccco4)nc3oc2c1	101	0.0	102	102	93	92	100	19
COc1ccc(-c2ccnc(SCC(=O)c3ccc(Br)cc3)n2)cc1	110	0.4	106	94	104	99	107	27
CCOc1ccccc1NC(=O)C1CCN(c2ccc(S(=O)(=O)N3CCCC3)cc2)CC1	102	0.2	105	109	101	·	106	-1
Cc1ccc(-n2c(SCC(=O)Nc3ccc4c(c3)OCO4)nnc2-c2cccs2)cc1	91	-0.2	102	113	111	110	103	2
Cc1ccccc1NC(=S)N1CCCCCC1	103	0.1	113	103	72	104	104	·
C[C@H](NC(=O)c1ccccc1Cl)C(=O)OCC(=O)NNC(=O)c1cccs1	98	0.0	99	101	97	108	99	4
O=C(Nc1ccc(S(=O)(=O)Nc2nccs2)cc1)c1cccc(F)c1	117	-0.1	104	104	93	103	106	2
O=C(CCCn1cnc([N+](=O)[O-])n1)Nc1ccc(Cl)cc1Cl	133	0.2	98	92	92	100	88	5
Cc1ccc(C)c(NC(=O)C(=O)NCCc2c[nH]c3ccccc23)c1	78	0.3	99	95	113	93	103	0
CC(CC(=O)O)CC(=O)Nc1ccc(S(N)(=O)=O)cc1 (configuration not stated)	95	0.0	104	101	121	98	97	-1
CCOc1ccc(NC(=O)Nc2nnc(CC(=O)NCc3ccccc3)s2)cc1	109	-0.6	103	100	95	102	107	22
COc1ccc(/C=N/n2cnnc2SCCO)cc1OC	97	-0.1	107	117	102	113	112	5
OCCC1CN(Cc2cccc(C(F)(F)F)c2)CCN1Cc1ccccc1 (configuration not stated)	108	-0.1	101	98	105	101	102	1
O=C(O)c1ccc(COc2ccccc2/C=C2\NC(=O)N(Cc3ccccc3)C2=O)cc1	93	-0.1	96	94	107	101	101	-1
CC1=C(c2ccc(C)cc2)S(=O)(=O)N(CC(=O)O)C1=O	98	-0.1	96	100	99	103	101	1
CCn1c(SCCC#N)nnc1-c1ccncc1	100	0.0	108	105	110	109	111	-2
CC(C)c1ccc(C2/C(=C(\O)c3ccc4c(c3)OCCO4)C(=O)C(=O)N2CCN2CCOCC2)cc1 (configuration not stated)	91	-0.1	99	97	91	89	107	3
Cc1nc2ccc(NC(=O)COc3cccc(F)c3)cc2s1	104	0.0	94	80	109	95	94	-2
CC/C(CC(=O)C(F)(F)F)=N\NC(=O)/C(C#N)=C/N(C)C	91	-0.2	99	104	97	102	99	-1
Cc1onc(-c2ccccc2Cl)c1C(=O)N1CCN=C1SCc1cccnc1	99	0.0	101	99	95	102	98	10
C=CCNC(=O)c1cccc(Br)c1	100	0.1	101	94	103	103	102	12
O=C(O)COCC(=O)Nc1ccc2c(c1)ncn2CCc1ccccc1	94	-0.2	101	103	90	95	97	1
O=C(Nc1nccs1)c1ccc(CSc2nnnn2-c2ccccc2)cc1	120	-0.1	99	98	108	100	108	3
CCCCn1c(N)c(N(CCOC)C(=O)C2CCN(S(=O)(=O)c3ccc(C)c(C)c3)CC2)c(=O)[nH]c1=O	107	0.1	108	107	104	113	100	-1
COc1ccccc1NC(=O)c1cn(C)c(=O)c2cc(OC)c(OC)cc12	104	0.0	101	111	100	105	108	8
Cc1ccnc(NC(=O)c2ccccc2[N+](=O)[O-])c1	105	0.0	99	96	101	99	99	15
Cc1cc(C)cc(OCC(=O)Nc2ccc(CN3CCCCC3)cc2)c1	101	-0.4	100	104	102	111	98	2
O=C1NC(c2ccccc2)(C(F)(F)F)SC2=NCCCN12 (configuration not stated)	90	0.0	98	101	98	111	107	2
CC(=O)c1ccc(OCCCC(=O)N2CCN(S(=O)(=O)c3ccc(C)cc3C)CC2)cc1	105	0.0	94	91	99	94	99	-1
Cn1nc(C(=O)NCc2cccnc2)c2ccccc2c1=O	87	-0.1	93	101	99	98	97	16
O=C(c1ccccc1)C1CN(c2ccccc2)CC1c1ccc(Cl)cc1 (configuration not stated)	89	0.0	95	96	103	97	99	0
Cc1cc(OCC(=O)O/N=C(\N)c2ccccc2)ccc1Cl	87	-0.2	96	87	100	92	97	0
O=C(NC1CCCC1)c1cc(-c2ccccc2)nc2ccccc12	97	0.0	106	106	94	101	107	2
COCCN(C(=O)c1ccc(N2CCCC2=O)cc1)c1c(N)n(Cc2ccccc2)c(=O)[nH]c1=O	98	0.1	101	119	125	103	116	-1
O=C(CNC(=O)Cc1ccccc1)NCC(=O)N1CCCCC1	97	0.0	94	96	102	108	98	1
CCOP(=O)(c1ccccc1)c1nc(-c2ccccc2C)oc1NCc1ccccc1 (configuration not stated)	80	0.3	97	99	89	101	95	0
O=C(N/N=C/c1ccccc1C(F)(F)F)c1ccc(O)cc1	114	0.0	102	99	90	103	100	4
COc1ccc(Br)cc1C(=O)Nc1ccc(O)cc1	107	0.0	101	98	107	99	111	42

Single records, as listed above.
CC(=O)c1ccc(OCCCC(=O)N2CCN(S(=O)(=O)c3ccc(C)cc3C)CC2)cc1 is listed as CR mimetic SO: 105; Efflux pump inh: 0.0; RPL19A TOR yeast: 94; CIT2-GFP yeast: 91; LAP4 TOR yeast: 99; AGP1-GFP MLPCN: 94; MEP2-GFP yeast: 99; AHR act: -1
O=C(c1ccccc1)C1CN(c2ccccc2)CC1c1ccc(Cl)cc1 (configuration not stated) is listed as CR mimetic SO: 89; Efflux pump inh: 0.0; RPL19A TOR yeast: 95; CIT2-GFP yeast: 96; LAP4 TOR yeast: 103; AGP1-GFP MLPCN: 97; MEP2-GFP yeast: 99; AHR act: 0
COc1ccccc1NC(=O)c1cn(C)c(=O)c2cc(OC)c(OC)cc12 is listed as CR mimetic SO: 104; Efflux pump inh: 0.0; RPL19A TOR yeast: 101; CIT2-GFP yeast: 111; LAP4 TOR yeast: 100; AGP1-GFP MLPCN: 105; MEP2-GFP yeast: 108; AHR act: 8

(further entries)
SMILES	CR mimetic SO	Efflux pump inh	RPL19A TOR yeast	CIT2-GFP yeast	LAP4 TOR yeast	AGP1-GFP MLPCN	MEP2-GFP yeast	AHR act
CCN(CC)C(=O)C(=O)c1cccn1-c1c(Cl)cccc1C#N	100	-0.1	103	97	90	99	100	2
Cc1cccc(C(=O)Nc2sc(C(=O)N3CCCC3)c(C)c2C#N)c1	101	0.0	95	95	·	90	102	4
Nc1c(C(=O)NCCc2ccccc2)nnn1Cc1ccccc1	96	0.1	103	104	104	106	107	15
Cc1c(C(=O)O)sc2nc(CSc3ncc(C(F)(F)F)cc3Cl)[nH]c(=O)c12	101	-0.1	99	102	100	101	96	-1
COc1ccc(CCN2C(=O)CC(N3CCOCC3)C2=O)cc1OC (configuration not stated)	103	-0.1	102	102	98	110	103	3
Cc1ncc(S(=O)(=O)c2ccccc2)c(-c2ccccc2)n1	107	0.0	101	101	109	104	104	-2
COC(=O)C1=C(C)Nc2c(c(=O)n(C)c(=O)n2C)C1c1ccncc1 (configuration not stated)	116	0.1	98	92	89	96	100	1
CN(C)c1oc(/C=C/c2cccs2)nc1S(=O)(=O)c1ccccc1	102	-0.1	53	83	71	13	95	5
O=C(O)C1CCCCN1S(=O)(=O)c1ccccc1 (configuration not stated)	108	0.0	99	96	·	99	103	-1
Cc1ccc(-n2nnnc2SCC(=O)c2ccc3c(c2)NC(=O)CO3)c(C)c1	87	-1.8	100	105	100	100	106	4
Cc1ccc(NC(=O)c2ccc(CNc3c(N4CCC(C)CC4)c(=O)c3=O)cc2)cc1	100	0.1	96	89	107	97	97	2
Cc1ccc(Nc2nc(C(=O)N3CCC(C(=O)N4CCN(C)CC4)CC3)cs2)cc1	108	0.0	104	99	94	106	103	-3
CCCC(=O)Nc1cc(=O)[nH]c2ncnn12	107	0.0	93	97	93	95	95	1
CCOc1ccc(-c2c(C(=O)N/N=C/c3ccc(C)o3)nnn2-c2nonc2N)cc1	86	-0.1	105	104	95	98	102	-5
CCOC(=O)NC(=O)/C(C#N)=N\Nc1cccc(Cl)c1	107	0.0	99	98	106	103	98	2
CC1CCC(NC(=O)CN(C)CC(=O)Nc2ccc(F)cc2)CC1 (configuration not stated)	110	0.0	96	95	100	99	95	2
CCCCN(C)CCCNC(=O)c1cn(CC)c2ccc(S(=O)(=O)N3CCOCC3)cc2c1=O	115	0.1	96	100	92	99	101	1
CCOC(=O)c1cc(C)nn1-c1nc(Cl)cc(OC)n1	89	0.1	99	93	90	89	99	-1
CCOCCCNC(=O)C(NC(=O)Cc1cccs1)c1ccc(OC)cc1 (configuration not stated)	97	-0.1	100	107	111	105	101	-1
COc1ccc(OC)c(C(=O)c2coc3ccc(O)c(CN4CCOCC4)c23)c1	99	-0.1	96	96	86	95	93	2

As a working copy, two of the compounds above:
SMILES	CR mimetic SO	Efflux pump inh	RPL19A TOR yeast	CIT2-GFP yeast	LAP4 TOR yeast	AGP1-GFP MLPCN	MEP2-GFP yeast	AHR act
CCN(CC)C(=O)C(=O)c1cccn1-c1c(Cl)cccc1C#N	100	-0.1	103	97	90	99	100	2
Cc1cccc(C(=O)Nc2sc(C(=O)N3CCCC3)c(C)c2C#N)c1	101	0.0	95	95	·	90	102	4

As entered above:
CCCC(=O)Nc1cc(=O)[nH]c2ncnn12 – RPL19A TOR yeast: 93
CCOCCCNC(=O)C(NC(=O)Cc1cccs1)c1ccc(OC)cc1 (configuration not stated) – Efflux pump inh: -0.1
Cc1cccc(C(=O)Nc2sc(C(=O)N3CCCC3)c(C)c2C#N)c1 – CIT2-GFP yeast: 95
Cc1ccc(-n2nnnc2SCC(=O)c2ccc3c(c2)NC(=O)CO3)c(C)c1 – AGP1-GFP MLPCN: 100

Limited to AGP1-GFP MLPCN and LAP4 TOR yeast, for 3 of the compounds above:
Molecule | AGP1-GFP MLPCN | LAP4 TOR yeast
Cc1ncc(S(=O)(=O)c2ccccc2)c(-c2ccccc2)n1 | 104 | 109
COC(=O)C1=C(C)Nc2c(c(=O)n(C)c(=O)n2C)C1c1ccncc1 (configuration not stated) | 96 | 89
CN(C)c1oc(/C=C/c2cccs2)nc1S(=O)(=O)c1ccccc1 | 13 | 71

Later entries:
SMILES	CR mimetic SO	Efflux pump inh	RPL19A TOR yeast	CIT2-GFP yeast	LAP4 TOR yeast	AGP1-GFP MLPCN	MEP2-GFP yeast	AHR act
Cc1cc(C)nc(SCC(=O)c2ccc(F)c(C)c2)n1	112	0.0	100	96	104	98	106	2
COc1cccc(S(=O)(=O)Nc2ccc3sc(C)nc3c2)c1	104	-0.1	98	102	99	105	106	3
CSc1nc(NCCCO)c2c3c(sc2n1)CN(C)CC3	103	0.1	92	88	100	99	97	9
C[C@H](NC(=O)Cc1cccc2ccccc12)C(=O)N1CCCN(C)CC1	100	0.2	89	90	95	92	86	0
CN(C)S(=O)(=O)c1ccc2c(c1)c(=O)c(C(=O)NCCCN1CCCCCC1)cn2C	97	0.2	100	95	106	99	100	-1
CCCCC(CC)Cn1c(O)c(/C=C2\C=NN=C2c2ccccc2)sc1=S (configuration not stated)	107	8.3*	107	98	95	102	108	7

Screens deposited in PubChem by several laboratories.
